p47phox inh – p47phox/p22phox peptide binding inhibitors, primary screen, biochemical, uHTS, NADPH oxidase regulatory subunit; fluorescence polarization, 2 h; inhibition, % at 24.7 µM; Neutrophil cytosol factor 1 (Homo sapiens), P14598; 0.53% of 220,000 active;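 active means inhibition above about 30%, limit read from the data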;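 further: 0% = p47phox with labelled peptide and 100% = labelled peptide alone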
Ba/F3 V617F tox – reduced viability of JAK2V617F-dependent Ba/F3 cells, primary screen, JAK2V617F inhibitor project, cell-based, Ba/F3 EpoR-JAK2V617F, luminescence | ATP luminescence | 1.1% of 220,000 active | AID 1446, 2008 | inhibition, % at 5.6 µM;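 active means inhibition above the campaign mean plus 3 SD over all tested compounds, cut at about 24% in these data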;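 further: cytokine-independent growth of Ba/F3 cells driven by EpoR plus mutant JAK2; 0% = DMSO-treated cells and 100% = JAK inhibitor I control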
NPY1 pot ag – NPY-Y1 receptor potentiators or agonists, primary screen, cell-based. Neuropeptide Y receptor type 1 (Homo sapiens), P25929. NPY-Y1 expressing cells, potentiator/agonist activation. activation, % at 3.6 µM. 0.37% of 220,000 active. AID 1304, 2008; in the data active means activation above about 33%, passing the limit was not always enough;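 further: cells stimulated with NPY at EC10 then isoproterenol at EC100; 0% = low agonist plus stimulus and 100% = saturating agonist plus stimulus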
Target sequence (P25929 whole entry, looked up): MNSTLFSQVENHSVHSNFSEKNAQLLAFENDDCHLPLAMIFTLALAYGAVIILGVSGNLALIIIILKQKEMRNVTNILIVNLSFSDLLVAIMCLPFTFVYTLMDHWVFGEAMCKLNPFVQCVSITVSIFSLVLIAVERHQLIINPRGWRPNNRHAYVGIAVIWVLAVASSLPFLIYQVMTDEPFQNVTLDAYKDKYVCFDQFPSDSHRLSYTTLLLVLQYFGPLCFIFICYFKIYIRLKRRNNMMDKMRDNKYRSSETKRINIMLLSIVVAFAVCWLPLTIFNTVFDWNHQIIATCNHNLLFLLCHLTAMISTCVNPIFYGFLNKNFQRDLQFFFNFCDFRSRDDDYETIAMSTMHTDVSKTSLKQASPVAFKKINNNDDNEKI
S1P4 antag – S1P4 receptor antagonists, primary screen, cell-based. S1P4-expressing cells, antagonist mode, reporter read-out. inhibition, % at 4.98 µM. 0.26% of 220,000 active; in the data active means inhibition above about 29%;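 further: 0% = wells stimulated with agonist and 100% = vehicle wells without agonist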
CHOP inhibitor – inhibitors of CHOP promoter induction, primary screen, cell-based, unfolded protein response, luciferase reporter; CHO-K1 CHOP-promoter luciferase, tunicamycin-induced, 15-18 h; inhibition, % at 10 µM; 3.8% of 220,000 active; AID 2732, 2010;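 active means compounds that reduced the stress-induced luciferase reporter signal by more than about 70% of percent inhibition, limit read from the data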;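 further: 0% = tunicamycin plus vehicle and 100% = wells without tunicamycin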
NPY-Y2 PAM-ag – NPY-Y2 potentiators or agonists, primary screen, cell-based. cells expressing NPY-Y2, potentiator/agonist read-out. activation, % at 3.6 µM. 0.45% of 220,000 active; in the data active means activation above about 27%;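 further: cells stimulated with NPY near EC25 plus isoproterenol at EC100; 0% = vehicle plus submaximal agonist and 100% = vehicle plus saturating agonist; some results beyond the cut were filed as inactive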
Target sequence (P49146 whole entry, looked up): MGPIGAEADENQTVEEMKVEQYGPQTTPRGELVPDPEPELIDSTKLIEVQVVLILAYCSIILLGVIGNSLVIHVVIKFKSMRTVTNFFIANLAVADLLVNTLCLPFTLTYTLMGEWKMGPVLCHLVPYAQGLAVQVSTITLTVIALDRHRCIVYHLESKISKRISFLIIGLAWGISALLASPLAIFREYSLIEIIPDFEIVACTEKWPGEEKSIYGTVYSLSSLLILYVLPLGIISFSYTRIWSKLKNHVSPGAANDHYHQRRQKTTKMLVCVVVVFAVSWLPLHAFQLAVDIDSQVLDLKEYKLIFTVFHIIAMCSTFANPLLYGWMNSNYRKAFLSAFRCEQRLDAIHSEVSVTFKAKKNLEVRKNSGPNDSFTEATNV
NPY-Y1 antag – NPY-Y1 receptor antagonists, primary screen, cell-based | Neuropeptide Y receptor type 1 (Homo sapiens), P25929 | HEK293-CNG Y1 cells, membrane potential fluorescence; NPY at EC95, then isoproterenol | inhibition, % at 3.6 µM | 1% of 200,000 active | AID 1040, 2008;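 active means inhibition above the campaign mean inhibition of all tested compounds plus 3 SD, cut at about 20% in these data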;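 further: 0% = DMSO wells given NPY plus isoproterenol and 100% = isoproterenol alone without NPY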
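Material: HEK293 cells with Y1 receptor plus CNG channel; times: compound incubation 1 h at room temperature, readout 45 min post-stimulation; signal: fluorescence, membrane potential probe; read-out basis: fluorescence ratio normalized to % inhibition between controls; benchmarks: full-block control isoproterenol-only wells, zero-block control NPY plus isoproterenol wells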
BaF3 tox – parental Ba/F3 cell viability inhibition, counter-screen for JAK2V617F inhibitor project, murine pro-B, CellTiter-Glo luminescence | CellTiter-Glo ATP luminescence | inhibition, % at 5.6 µM | 1.1% of 220,000 active;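 active means inhibition above a per-campaign cutoff, the mean inhibition of all tested compounds plus 3 SD, cut at about 27% in these data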;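 further: 0% = DMSO wells and 100% = JAK Inhibitor I control wells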
S1P4 agonist – S1P4 receptor agonists, primary screen, cell-based; Sphingosine 1-phosphate receptor 4 (Homo sapiens), O95977; S1P4-expressing cell line, agonist reporter assay; activation, % at 4.98 µM; 0.35% of 220,000 active; in the data active means activation above about 11%;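 further: 0% = DMSO vehicle and 100% = reference agonist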
Starred values were filed as active, the others as inactive; x = no result given.

cpd	Structure	p47phox inh	Ba/F3 V617F tox	NPY1 pot ag	S1P4 antag	CHOP inhibitor	NPY-Y2 PAM-ag	NPY-Y1 antag	BaF3 tox	S1P4 agonist
1	COc1ccccc1C(=O)Nc1ccc2c(c1)nc(CCNC(=O)c1ccccc1)n2C	-9	85*	-2	-9	-31	-51	x	76*	0.3
2	COc1ccc(NC(=O)/C(C#N)=C\c2cc(C)n(-c3ccc(Oc4ccc([N+](=O)[O-])cn4)cc3)c2C)cc1	-28	2	6	-7	-2	-12	2	5	0.2
3	CCOC(=O)C1CCCN(C(=O)Nc2cccc(Cl)c2)C1 (stereo not given)	-1	5	-1	-17	-20	6	2	4	2.8
4	COc1ccccc1-n1c(SCC(=O)Nc2ccccc2F)nc2[nH]ncc2c1=O	-7	0	-14	5	15	0	12	5	-0.2
5	O=C(Cc1cccs1)NNC(=S)NCc1ccc(Cl)cc1	-5	-4	-11	15	-6	-5	7	-3	-4.4
6	CCCCn1c(SC(C)C(=O)c2ccc(OC)cc2)nc2cc(S(N)(=O)=O)ccc21 (stereo not given)	-19	-1	-3	-4	23	-24	9	6	-3.5
7	CCOc1ccc2ncc(C(=O)c3ccc(OC)cc3)c(N3CCN(CC)CC3)c2c1	-34	6	-9	1	63	-8	12	7	-0.5
8	COc1ccc(NCc2nnc(SCc3ccccc3)n2-c2ccc(OC)cc2)cc1	5	2	-12	-6	17	-1	-3	7	2.2
9	CSc1nc2ccccc2s1	6	1	-19	-18	-1	-7	0	4	-6.2
10	CCOC(=O)c1c(C)[nH]c(C(=O)CN2C(=O)NC(C)(CC(C)C)C2=O)c1C (stereo not given)	-1	0	-7	6	14	-13	-1	7	0.8
11	CCOC(=O)C1CCN(S(=O)(=O)c2ccc(NC(=O)OC)cc2)CC1	-7	8	9	-22	15	-15	1	12	-1.1
12	CCCn1nc(Oc2nc(NC(C)C)nc(N(C)C)n2)ccc1=O	-9	-1	11	6	14	-7	1	0	0.8
13	COc1cccc(OC)c1OCCOCCn1cnc2ccccc2c1=O	-3	3	-6	-3	-3	-9	10	2	-0.5
14	COCCn1c(NC(=S)NC(=O)C2CC2)cc(=O)[nH]c1=O	4	-1	-9	-4	3	0	6	0	-0.7
15	COC(=O)c1ccccc1NC(=S)N1CCN(c2ccccn2)CC1	-2	4	-11	-9	0	-6	6	10	2.0
16	N#Cc1c(NC(=O)CSc2ncn(-c3ccccc3)n2)sc2c1CCCC2	-15	1	-26	-23	-6	-14	5	6	0.7
17	CCOc1ccc2nc(NC(=O)CCn3cccc3)sc2c1	0	-1	13	-15	37	10	4	9	2.2
18	CC(Cc1ccccc1)NC(=O)CSc1nc2nc3c(cc2c(=O)n1-c1ccccc1)COC(C)(C)C3 (stereo not given)	-9	-2	-8	-21	-38	3	-2	4	0.7
19	O=C(N/N=C/c1ccccc1OCc1ccccc1)c1cccs1	-19	0	4	-9	19	-11	12	7	-0.5
20	O=C(C1CC1)N1CCN=C1SCc1cccc(C(F)(F)F)c1	-14	-1	7	9	-8	10	-3	4	0.4
21	CC(=C1C(=O)c2ccccc2C1=O)N1CCN(C/C=C/c2ccccc2)CC1	-11	2	-16	-22	29	3	1	6	0.4
22	CCCCNC(=O)NNC(=O)c1ccc(F)cc1	5	3	5	-17	25	1	0	3	0.8
23	Cc1ccccc1OCCNC(=O)c1ccc2ccccc2n1	-6	3	-36	-22	13	-12	8	6	1.8
24	CCCCCNC(=O)C1CCC(Cn2c(=S)[nH]c3ccccc3c2=O)CC1 (stereo not given)	-7	-2	-4	-13	27	2	4	0	3.0
25	CCc1nnc2sc(-c3ccc(NC(=O)CSc4ccc(Cl)cc4)cc3)nn12	x	3	-7	2	x	-15	5	6	-0.5

Next part, starting with the last two of the part before.
cpd	Structure	p47phox inh	Ba/F3 V617F tox	NPY1 pot ag	S1P4 antag	CHOP inhibitor	NPY-Y2 PAM-ag	NPY-Y1 antag	BaF3 tox	S1P4 agonist
24	CCCCCNC(=O)C1CCC(Cn2c(=S)[nH]c3ccccc3c2=O)CC1 (stereo not given)	-7	-2	-4	-13	27	2	4	0	3.0
25	CCc1nnc2sc(-c3ccc(NC(=O)CSc4ccc(Cl)cc4)cc3)nn12	x	3	-7	2	x	-15	5	6	-0.5
26	Cc1ccc(NC(=O)CSc2nnc(-c3ccc(S(=O)(=O)N4CCOCC4)cc3)n2C)cc1	-8	1	-19	3	11	-7	-1	3	2.7
27	Cc1onc(C(=O)/C=C/N(C)C)c1C(=O)Nc1nccs1	x	3	-1	-18	x	7	-1	5	0.5
28	Cc1cc(Oc2ccc(-c3nnc(-c4ccccc4)o3)cc2[N+](=O)[O-])ccc1Cl	-4	4	-8	-2	-4	5	8	10	14*
29	O=C(N/N=C/c1ccc([N+](=O)[O-])cc1)c1cccs1	2	-1	17	5	-4	-4	x	3	1.8
30	COc1ccc(CCN(C)Cc2nc(Cc3ccc(OC)c(OC)c3)no2)cc1OC	6	-1	-2	-14	19	-7	0	3	0.8
31	Nc1nc(-c2ccccc2)cn1/N=C/c1ccccc1	-12	-2	12	4	-31	12	x	-1	2.6
32	Cc1ccc(S(=O)(=O)NNc2ccccc2)cc1	13	22	-17	-1	5	-7	0	4	-0.3
33	CCn1c(N)c(C(=O)NC)sc1=S	-20	2	-2	-11	2	5	-1	5	-0.5
34	CCOC(=O)N1CCN(C(=O)CCC2CCCC2)CC1	-8	-1	-15	14	6	-9	5	0	0.1
35	COC(=O)CC1C(=O)NCCN1C(=O)CSc1nc2ccccc2s1 (stereo not given)	2	0	5	4	0	0	0	5	0.2
36	OC(CNCc1ccc2c(c1)OCO2)COc1ccc(F)cc1 (stereo not given)	-10	-3	-17	17	8	-28	x	1	1.1
37	O=C(O)CCNS(=O)(=O)c1ccccc1	-14	3	-4	-10	-5	8	4	9	-0.7
38	COc1cccc(/C(O)=C/C(=O)C(=O)Nc2ccc(S(=O)(=O)NC(C)=O)cc2)c1	-13	1	4	4	18	-7	0	7	0.8
39	O=C(Oc1cccnc1)c1ccco1	-10	-4	6	9	17	10	3	2	3.2
40	CC(=O)Nc1cc(C(=O)N(C)Cc2ccco2)ccc1Sc1ccc(C)cc1	-11	-1	6	-15	25	-2	-2	7	-0.6
41	CC1CCCC(NC(=O)c2cccc(N3CCCC3=O)c2)C1C (stereo not given)	-1	-1	7	-7	-12	-11	5	-2	-1.5
42	C(=N/N1CCN(c2ccccc2)CC1)/c1ccncc1	-3	-3	6	-15	18	-3	-6	1	-0.6
43	O=C(Nc1nnc(SCc2c(Cl)cccc2Cl)s1)C1CC(=O)N(c2ccc3c(c2)OCCO3)C1 (stereo not given)	-72	-7	7	2	40	1	3	-2	0.6
44	COc1ccc(NC(C)=O)cc1NC(C)C(=O)Nc1ccc(F)cc1 (stereo not given)	-13	1	-10	-1	3	-2	7	5	0.3
45	COc1ccc(C2(CNC(=O)Cc3ccccc3)CCCC2)cc1OC	-10	0	2	-21	-9	-7	4	0	-1.2
46	CCOC(=O)N1CCC(NC(=O)C2CCN(C(=O)c3cc4sccc4n3CC)CC2)CC1	-5	-1	20	-7	13	-5	x	1	-0.1
47	O=C(c1cccnc1)n1nc(NCc2ccccc2)nc1NCc1ccccc1	-10	2	-6	-9	12	-7	2	8	0.0
48	Cc1c(C(=O)NCCc2ccccc2)oc2ccc(S(=O)(=O)N3CCC4(CC3)OCCO4)cc12	-4	0	1	2	57	-37	5	1	0.1
49	CC(=O)c1cccc(NC(=O)C2CCN(S(=O)(=O)c3ccc(C)cc3)CC2)c1	-13	-1	-16	-24	7	10	5	3	-1.3
50	CCc1nnc(NC(=O)CSc2nnc(-c3ccoc3C)n2-c2ccc(C)cc2)s1	-8	-2	9	4	19	14	1	9	0.2

(continued)
cpd	Structure	p47phox inh	Ba/F3 V617F tox	NPY1 pot ag	S1P4 antag	CHOP inhibitor	NPY-Y2 PAM-ag	NPY-Y1 antag	BaF3 tox	S1P4 agonist
51	COc1cccc(C2c3[nH]c4ccccc4c3CCN2C(=O)Cn2cncn2)c1OC (stereo not given)	-6	-2	15	-3	4	0	-2	0	0.9
52	CCN(CC)CCNc1nc2cc(OC)c(OC)cc2c2nc(-c3ccccc3)nn12	-23	1	4	-55	19	4	4	7	0.5
53	S=C(NCCc1ccc(Cl)cc1)Nc1ccc(Cl)cc1Cl	-18	-4	23	-6	105*	2	-1	5	0.8
54	COc1ccc(/C=N/Nc2ncnc3c2[nH]c2ccccc23)c(OC)c1OC	15	4	-28	-15	23	15	8	7	-0.2
55	CC(C)NC(=O)CSc1nnc(CNC(=O)OC(C)(C)C)n1C	3	2	-7	10	20	-31	x	1	-1.6
56	FC(F)(F)c1nnc2c(Sc3ccccn3)nc3ccccc3n12	5	-4	-33	7	-17	-2	3	0	1.6
57	CCCC(=O)c1c[nH]c(C(=O)NCc2cccnc2)c1	-7	3	10	-1	-4	8	-4	7	0.2
58	CC[N+]1(CC)CC2=Cc3c(ccc4ccccc34)C(C)C2C1 (stereo not given)	-19	63*	3	-14	-16	-17	x	54*	0.5
59	Cc1ccc(N(CC(=O)N/N=C/c2cc(C)n(-c3ccccc3C)c2C)S(C)(=O)=O)cc1	-9	-2	-24	-24	29	-3	4	3	0.1

Entries shown so far with two or more sulfur atoms, in the order listed:
cpd	Structure	p47phox inh	Ba/F3 V617F tox	NPY1 pot ag	S1P4 antag	CHOP inhibitor	NPY-Y2 PAM-ag	NPY-Y1 antag	BaF3 tox	S1P4 agonist
5	O=C(Cc1cccs1)NNC(=S)NCc1ccc(Cl)cc1	-5	-4	-11	15	-6	-5	7	-3	-4.4
6	CCCCn1c(SC(C)C(=O)c2ccc(OC)cc2)nc2cc(S(N)(=O)=O)ccc21 (stereo not given)	-19	-1	-3	-4	23	-24	9	6	-3.5
9	CSc1nc2ccccc2s1	6	1	-19	-18	-1	-7	0	4	-6.2
16	N#Cc1c(NC(=O)CSc2ncn(-c3ccccc3)n2)sc2c1CCCC2	-15	1	-26	-23	-6	-14	5	6	0.7
25	CCc1nnc2sc(-c3ccc(NC(=O)CSc4ccc(Cl)cc4)cc3)nn12	x	3	-7	2	x	-15	5	6	-0.5
26	Cc1ccc(NC(=O)CSc2nnc(-c3ccc(S(=O)(=O)N4CCOCC4)cc3)n2C)cc1	-8	1	-19	3	11	-7	-1	3	2.7
33	CCn1c(N)c(C(=O)NC)sc1=S	-20	2	-2	-11	2	5	-1	5	-0.5
35	COC(=O)CC1C(=O)NCCN1C(=O)CSc1nc2ccccc2s1 (stereo not given)	2	0	5	4	0	0	0	5	0.2
43	O=C(Nc1nnc(SCc2c(Cl)cccc2Cl)s1)C1CC(=O)N(c2ccc3c(c2)OCCO3)C1 (stereo not given)	-72	-7	7	2	40	1	3	-2	0.6
50	CCc1nnc(NC(=O)CSc2nnc(-c3ccoc3C)n2-c2ccc(C)cc2)s1	-8	-2	9	4	19	14	1	9	0.2

Screening data (PubChem BioAssay)
